MCF10A rereplic = induces DNA re-replication in MCF 10a normal breast cells. MCF 10A DNA re-replication, Hoechst nuclear intensity, 48 h. Potency, µM (series often up to 46.1 µM), without a hit: at the top dose activity, positive = re-replication, hits mostly activators. actives 2.9% (n = 350,000); note: potency is the fitted concentration of half-maximal effect; % of control where 0% means no effect; nearly all actives have a fitted effect of over 50% in size
Nrf2 activator = Nrf2 pathway activation; AREc32 ARE-luciferase reporter (MCF7-derived line), luminescence, 24 h; Potency, µM (top dose mostly 46.1 µM), without a hit: at the top dose activation, usual class: activators; actives 0.31% (n = 410,000); AID 624171; note: potency is the fitted concentration of half-maximal effect; % of control where 0% means no effect; nearly all actives have a fitted effect of over 65% in size
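AREc32 cells carrying an ARE-driven firefly luciferase, 1000 cells/well in OPTI-MEM with 5% FBS, dosed after overnight attachment and incubated 24 hr at 37 deg C. Steady-Glo luminescence read after 30 min at RT.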
IL1B secr inh = inflammasome signaling inhibition, IL-1 beta readout | activity change, % at 57.5 µM | THP-1 LPS/ATP IL-1B secretion, AlphaLISA, 16 h; hits give low values | AID 743279 | actives 4.7% (n = 360,000); in the data active = activity change below about -50%; inconclusive = mostly about -30% to -49%; note: % is set by controls: 0 for no effect and ±100 for the full control effect
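THP-1 cells pretreated 1 hr with compounds (up to 57.5 uM final), then stimulated with LPS (250 ng/mL final) plus ATP (1.25 mM final); secreted IL-1B measured by AlphaLISA after 16 hr, decreased signal indicating inhibition.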
Nrf2 block = inhibitors of Nrf2 signaling; A549 ARE-Fluc reporter, luciferase luminescence, 18-24 h; Potency, µM (titrated, usually from 46 µM), inactives show top-dose activity change, negative = inhibition, hits mostly inhibitors; actives 2.1% (n = 360,000); AID 504444; note: potency is the fitted concentration of half-maximal effect; % is set by controls: 0 for no effect and ±100 for the full control effect; nearly all actives have a fitted effect of over 60% in size
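Reporter: ARE-Fluc in A549. Exposure: 18-24 h, 37 °C, 5% CO2, 5% FBS OPTI-MEM. Readouts: fluorescent cytotoxicity (CellTiter-Fluor), then luminescent Nrf2 signal after BugLite.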
HepG2 tox = counter-screen for TGF-b inhibitors: cytotoxicity in HepG2 cells; HepG2 CAGA-GFP viability, ATP luminescence, 18 h; Potency, µM (top dose mostly 46.1 µM), for inactives: top-dose activity change, negative = cytotoxicity, most hits filed as cytotoxic; actives 0.76% (n = 410,000); note: potency is the fitted concentration of half-maximal effect; some results filed as inactive show a strong effect at the top dose
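HepG2 CAGA-GFP cells (1000/well, DMEM with 1% FBS) received compound, then TGF-beta at 500 pg/mL final, and were incubated 18 hours at 37 degrees C. Viability was read by CellTiter-Glo luminescence. Media-only wells were set as complete cell-killing and DMSO as no toxicity.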
A549 viability = counter-screen for Nrf2 inhibitors: cytotoxicity in A549 cells | A549 ARE-Fluc cells, CellTiter-Fluor viability, 18-24 h | Potency, µM (doses to about 46 µM), for the others: top-dose activity change, negative = cytotoxicity, actives largely listed as inhibitors | actives 0.16% (n = 390,000) | AID 504648; note: potency is the fitted concentration of half-maximal effect; % is set by controls: 0 for no effect and ±100 for the full control effect
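A549 ARE-Fluc cells in 5% FBS OPTI-MEM, 5000 cells/well, rested 2 h then exposed to compounds in concentration-response for 18-24 h at 37 °C. Viability by CellTiter-Fluor fluorescence (Ex 405/Em 525) after 30 min; luciferase luminescence (BugLite, 15 min, RT) read afterwards.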
S2 tox = viability counter-screen for ATXN expression inhibitors. S2 cells (HEK-293 line with an ATXN2-luciferase reporter) viability, CellTiter-Fluor protease fluorescence, 24 h. actives 0.49% (n = 400,000). Potency, µM (top dose mostly 56.7 µM), usual class: cytotoxic; note: potency is the fitted concentration of half-maximal effect; nearly all actives have a fitted effect of over 40% in size
ATXN2 expr inh = reduces ATXN2 reporter expression in HEK-293 cells; HEK-293 ATXN2-luciferase reporter, luminescence, 24 h; Potency, µM (titrated, usually from 57 µM), inactives show top-dose activity change, negative = inhibition, most hits filed as inhibitors; actives 0.72% (n = 360,000); AID 1745845; note: potency is the fitted concentration of half-maximal effect; % is set by controls: 0 for no effect and ±100 for the full control effect; nearly all actives have a fitted effect of over 55% in size
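qHTS (up to 57 uM final) was run with 24 h compound exposure of reporter cells at 37 °C. Each well was multiplexed: SteadyGlo luminescence measured ATXN2-luciferase expression after a fluorogenic Gly-Phe-AFC viability readout (25 uM final).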
TGFb SMAD3 inh = blocks TGF-b signaling. actives 1.2% (n = 410,000). HepG2 CAGA-GFP TGF-b/SMAD3 reporter, GFP fluorescence, 18 h; TGF-beta stimulated, 500 pg/mL final. Potency, µM (top dose mostly 46.1 µM), for the others: at the top dose activity, negative = inhibition, most hits filed as inhibitors; note: potency is the fitted concentration of half-maximal effect; % is set by controls: 0 for no effect and ±100 for the full control effect; nearly all actives have a fitted effect of over 65% in size
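TGF-beta reporter screen: HEPG2 CAGA-GFP, 1% FBS, 500 pg/mL TGF-beta final, 18 h; per-cell GFP summed per well; curves fitted and categorized by class.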
* = called active by the depositor; i = inactive; ? = inconclusive; / = not tested or not shown; [ ] = another dose, or the depositor's remark. Unless noted, calls come from the whole dose curve; as a rule, active = well fitted curve in the direction sought with a large enough effect; inconclusive = small, poorly fitted or top-dose-only effect, or another doubt; inactive = no such curve, though single readings can be large; an effect the other way counts as inactive or inconclusive. The order is random; 8.8% or so of the library scored in one or more.

Values in the order – MCF10A rereplic | Nrf2 activator | IL1B secr inh | Nrf2 block | HepG2 tox | A549 viability | S2 tox | ATXN2 expr inh | TGFb SMAD3 inh
1	Cc1cc(Sc2nc(N)ncc2[N+](=O)[O-])ncn1
 : ? | -2.8% | -109* | 24% | -112% | -6% | i | -7%[11.3 µM] | 10µM*
2	Cc1ccc(-c2sc(C)nc2CC(=O)O)cc1
 : -3% | 0.3% | -13 | / | -40% | -16% | i | -3% | 0%
3	c1ccc(SCc2nc(-c3ccccn3)no2)cc1
 : -1% | 3.3% | -18 | ? | 16% | 0% | i | 46%[activator] | 14%
4	CN1CCN(c2ccc(Cl)cc2NC(=O)c2ccc(=O)n(C)n2)CC1
 : -4% | 0.6% | -6 | 20% | -1% | 14% | i | -20% | ?
5	COc1ccc(C(=O)C(CN2CCOCC2)c2ccccc2)cc1 (stereo not given)
 : ? | ? | -99* | ? | -89% | ? | 18µM* | ? | ?
6	CSC(=CC(=O)c1ccccc1)SC
 : 1% | 13% | -12 | 8% | 0% | 1% | i | 11% | -24%
7	Cc1ccc(NC(=O)c2cccc(S(=O)(=O)N3CCc4ccccc4C3)c2)nc1
 : 10% | 0.6% | 0 | -32% | -46% | 1% | i | -16% | -3%
8	CSCCC(NC(=O)C1CCCCC1)C(=O)Nc1ccc(F)c(Cl)c1 (stereo not given)
 : / | 3.0% | / | -10%[9.27 µM] | -15% | 1% | i | 6% | ?
9	COc1ccc([C@H]2CC(=O)C=C(c3ccc4[nH]ccc4c3)C2)cc1OC
 : -5% | 7.8% | -1 | ? | -3% | -23% | i | 2% | -5%
10	CCOC(=O)C1CCN(C(=O)CCc2nc3sc4c(c3c(=O)[nH]2)CCCC4)CC1
 : 10% | 0.1% | 18 | 10% | 14% | -10% | i | 5% | 0%
11	Cn1ccc2ccc(C3=CC(=O)C[C@H](c4ccc(F)cc4)C3)cc21
 : ? | 0.3% | -18 | 7% | -11% | -3% | i | 13% | -1%
12	Oc1ccccc1-c1n[nH]c(=S)n1Cc1ccco1
 : -3% | -0.2% | -8 | / | -10% | 17% | i | 1% | -21%
13	COc1ccc(Cl)cc1NC(=O)[C@@]1(CC(=O)O)CC(/C=C/c2ccccc2)=NO1
 : -4% | -0.1% | 6 | 6% | 5% | -2% | i | 0% | 3%
14	O=C(N/N=C/c1cccnc1)c1ccc(NC(=O)C(c2ccccc2)c2ccccc2)cc1
 : 13% | -0.4% | 31 | -11% | -5% | -2% | i | -4% | -1%
15	COc1cccc(-c2cc(C(=O)NCCc3ccc(OC)c(OC)c3)no2)c1
 : / | 0.2% | / | 10% | -2% | -2% | i | -5% | -2%
16	Cc1cccc(Nc2nc(N)nc(CSc3nccn3C)n2)c1
 : 0% | 1.7% | -20 | ? | 0% | -1% | i | 36% | -2%
17	Cc1ccc(S(=O)(=O)NCc2cccnc2)c(C)c1
 : 15% | -0.3% | 17 | -20% | 3% | -1% | i | 1% | 16%
18	Cc1ccc(-c2nc(CN3CCCCC3)cc(CN3CCCCC3)c2O)cc1
 : 0% | -1.0% | -15 | 2% | 9% | -2% | i | 7%[11.3 µM] | 8%
19	CC(=O)N(CC(=O)N(CC(=O)O)c1ccc(Cl)cc1)c1ccc(Cl)cc1
 : 0% | -0.4% | 9 | 0% | 6% | -12% | i | -9% | 5%
20	COC(=O)CCC(=O)OC1(C)C(=O)C2=CN(C3CC3)C(c3ccc(OC)cc3)=CC2=C(Br)C1=O (stereo not given)
 : 13% | 0.6% | 16 | ? | 0% | -3% | i | 12% | -7%
21	COc1ccc(CONc2ncnc3nonc23)cc1[N+](=O)[O-]
 : 24% | 1.0% | 0 | -11% | 10% | -6% | i | / | -3%
22	c1ccc2c(c1)nc1n2CCN1CCN1CCCC1
 : 11% | -0.7% | 33 | 12% | -31% | 5% | i | -9% | ?
23	COc1ccc(NC(=O)CCNS(=O)(=O)c2cccc3nonc23)cc1Cl
 : -12% | -0.6% | -23 | -22% | 12% | -8% | i | 16% | 16%
24	O=C(N/N=C/c1ccc(Cl)c(Cl)c1)c1ccc2nc[nH]c2c1
 : -4% | 0.9% | -10 | -23% | -14% | -8% | i | / | -10%
25	N#C/C(=C\c1ccc(-c2cccc(Cl)c2)o1)C(=O)Nc1cccc(C(F)(F)F)c1
 : / | ? | / | 12% | -10% | 2% | i | 3% | 34%
26	O=C(O)C1C=Cc2ccccc2N1C(=O)c1ccccc1 (stereo not given) (tested in a mixture with another compound)
 : -1% | 2.1% | 45 | -1% | 0% | -3% | i | 11% | 1%
27	CCn1c(CSc2ncccn2)nnc1SCC(=O)N1CCCCC1
 : -1% | 0.6% | 9 | 4% | -5% | 6% | i | -9% | 0%
28	COc1ccc2c(c1)C(=O)CC(O)(C(F)F)O2 (stereo not given)
 : 0% | -0.3% | 2 | 3% | 8% | 0% | i | 0% | 5%
29	Cc1nc(C(F)(F)F)ccc1C(=O)N1CCCCC1
 : -1% | 0.0% | / | 5% | 32% | -2% | i | -21% | 23%
30	COc1cccc(N2CC(NC(=O)C3CCCC3)CC2=O)c1 (stereo not given)
 : / | -1.0% | / | / | -2% | -3% | / | / | 1%

Down the list, quoted from above.
Nos. 7–18 in HepG2 tox: -46%, -15%, -3%, 14%, -11%, -10%, 5%, -5%, -2%, 0%, 3%, 9%
Nos. 7–18 in S2 tox: i, i, i, i, i, i, i, i, i, i, i, i
Nos. 7–18 in Nrf2 activator: 0.6%, 3.0%, 7.8%, 0.1%, 0.3%, -0.2%, -0.1%, -0.4%, 0.2%, 1.7%, -0.3%, -1.0%

New compounds follow.
Values in the order – MCF10A rereplic | Nrf2 activator | IL1B secr inh | Nrf2 block | HepG2 tox | A549 viability | S2 tox | ATXN2 expr inh | TGFb SMAD3 inh
31	COc1ccc(OC)c(NC(=O)c2c(NCc3cccs3)sc3c2CCCCC3)c1
 : / | 8.7% | / | / | 0% | -11% | i | -7% | -26%
32	O=C(CSc1ccc(-c2ccc(Br)cc2)nn1)NCC1CCCO1 (stereo not given)
 : 2% | 1.8% | i | 19% | 5% | 13% | i | 17% | -2%
33	COc1ccc(OC)c(NC(=O)Cn2c(=O)cc(C)c3c(C)nn(-c4cccc(Cl)c4C)c32)c1
 : / | -0.9% | / | 21µM* | -19% | ? | / | / | ?
34	CC(C)(C)c1cc(C(=O)N2CCc3ccccc3C2)ccn1
 : -7% | 0.0% | 19 | 4% | -7% | 1% | i | 2% | 10%
35	Cc1ccc(C(=O)c2c3ccc(C(F)(F)F)cc3[n+]([O-])n2CCC(N)=O)cc1
 : -2% | 3.3% | 30 | 4% | 0% | -16% | i | 22% | 0%
36	Cc1nn(C)cc1C(=O)Nc1ccccc1Br
 : -4% | -0.8% | -3 | -2% | 12% | 10% | i | 8% | 57%[activator]
37	COc1ccc(CC(NC(C)=O)C(=O)NC2CCN(S(=O)(=O)c3cccc4ccccc34)CC2)cc1OC (stereo not given)
 : -4% | -0.3% | 4 | 2% | -11% | 1% | i | -2% | 5%
38	CC(=O)Oc1oc(-c2ccccc2)nc1C=Nc1ccc(N(C)C)cc1
 : 15% | 9.7% | 16 | 2% | -22% | 1% | i | -3% | 0%
39	CCOC(=O)c1cc(C(C)=O)c(=O)n(C)c1N
 : -5% | 0.5% | 13 | 3% | 2% | -4% | i | -4% | 7%
40	CCC(CC)C(=O)c1c[nH]c(C(=O)NCc2ccccc2)c1
 : -5% | -0.8% | -6 | 3% | -22% | 13% | ? | / | -1%
41	C=CCn1c(=N)n(CC(=O)c2ccc(Br)s2)c2ccccc21
 : -4% | 8.3% | -74* | 1% | -65% | -18% | i | ? | ?
42	CSC1=N/C(=C\c2ccc(C)o2)C(=O)S1
 : -1% | 3.9% | 4 | -15% | 3% | -14% | i | -7% | -7%
43	Cc1cccc(-c2nc(CN3CCCC(C(=O)NC4CCCCC4)C3)c(C)o2)c1 (stereo not given)
 : ? | 0.9% | -6 | ? | -19% | -4% | i | -8% | ?
44	O=C(CSc1ncccc1C(=O)O)c1cccc(C(F)(F)F)c1
 : -1% | 2.4% | 27 | ? | 9% | -1% | i | 48%[activator] | 13%
45	O=C(Nc1ccccc1N1CCCC1)C1CC(=O)N(Cc2ccccc2)C1 (stereo not given)
 : -1% | 2.7% | -16 | 2% | -5% | 3% | i | -5% | 23%
46	CCc1ccc(NC(=O)CS(=O)CC(=O)N2CCN(c3ccccc3F)CC2)cc1 (stereo not given)
 : 4% | 0.1% | -3 | 3% | 31% | 1% | i | -7% | 20%
47	Cc1c(Cl)ccc(S(=O)(=O)Nc2cccnc2)c1Cl
 : 2% | -0.6% | 54 | -9% | -13% | 3% | i | -5% | 0%
48	CC(C)CCNC(=O)C(c1ccc(O)cc1)N(Cc1ccco1)C(=O)CCC(=O)Nc1nccs1 (stereo not given)
 : -18% | 0.3% | -22 | 23% | -2% | -2% | i | -1% | -26%
49	COc1ccc(CNC(=O)C(c2cccc(C)c2)N(C(=O)c2csnn2)C2CC2)cc1 (stereo not given)
 : 2% | 0.2% | -6 | 8% | 3% | -4% | i | 4% | -5%
50	Cc1csc(=O)n1CC(=O)OCC(=O)NNC(=O)c1ccc(Cl)cc1
 : 6% | -1.5% | 1 | -4% | 1% | 0% | i | 7% | -14%
51	COc1ccc(NC(=O)C2CCCN2C(=O)OCc2ccccc2)cc1 (stereo not given)
 : 2% | -0.9% | -8 | -8% | 23% | 3% | ? | 1% | 5%

Two compounds drawn at random from those above:
Values in the order – MCF10A rereplic | Nrf2 activator | IL1B secr inh | Nrf2 block | HepG2 tox | A549 viability | S2 tox | ATXN2 expr inh | TGFb SMAD3 inh
34	CC(C)(C)c1cc(C(=O)N2CCc3ccccc3C2)ccn1
 : -7% | 0.0% | 19 | 4% | -7% | 1% | i | 2% | 10%
36	Cc1nn(C)cc1C(=O)Nc1ccccc1Br
 : -4% | -0.8% | -3 | -2% | 12% | 10% | i | 8% | 57%[activator]
